# Bioassay records (PubChem)
# GLP-1R inv ag: qHTS of GLP-1 Receptor Inverse Agonists (Inhibition Mode) | HEK293 GLP-1R CRE-luciferase, luminescence, 24 h; GLP-1R form is constitutively active | Potency, µM (top dose mostly 38.3 µM), for inactives: top-dose activity change, negative = inhibition, actives largely listed as inhibitors | 410,000 compounds, 1.6% hits | AID 624417, 2012; note: potency is the fitted concentration of half-maximal effect; % is set by controls: 0 for no effect and ±100 for the full control effect; nearly all actives have a fitted effect of over 55% in size
#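 HEK293 cells stably co-expressing a cAMP-responsive luciferase reporter and constitutively active GLP-1R were seeded, incubated 12 h, then exposed to compounds for 24 h at 37 C. Luminescence was read 12 min after detection reagent; inverse agonists lower signal.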
# IL2 activator: qHTS of IL-2 Activators; 360,000 compounds, 0.065% hits; activation, % (series mostly up to about 46 µM); IL-2 activation reporter assay, cell-based qHTS; stimulated with anti-CD3/CD4/CD28 beads; in transgenic mouse T cells; in the data active = activation above about 50%; inconclusive = mostly about 30% to 49%; note: 0% is about no effect
#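 Readout: EGFP and DsRed signals by fluorescent plate cytometry. Unstimulated transgenic mouse T cells received compound 60 min before antibody-bead stimulation, then incubated 18 h at 37 degrees C.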
# EPAC1 antagonist: qHTS for Antagonist of cAMP-regulated guanine nucleotide exchange factor 3 (EPAC1): primary screen; Rap guanine nucleotide exchange factor 3 (Homo sapiens), O95398; EPAC1 GEF assay, Rap1b-BODIPY-GDP exchange fluorescence; Potency, µM (top dose mostly 115 µM), for inactives: top-dose activity change, negative = inhibition, most hits filed as inhibitors; 360,000 compounds, 0.14% hits; AID 720709, 2013;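 note: potency is the fitted concentration of half-maximal effect; plate controls were vehicle for no effect and positive control for full effect; nearly all actives have a fitted effect of over 50% in size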
# PLK1 PBD block: qHTS for Inhibitors of PLK1-PDB (polo-like kinase 1 - polo-box domain): Primary Screen; Serine/threonine-protein kinase PLK1 (Homo sapiens), P53350; Plk1 PBD binding of FITC phosphopeptide, fluorescence polarization; Potency, µM, inactives show max response, negative = inhibition, hits mostly inhibitors; 360,000 compounds, 2.8% hits; note: potency is the fitted concentration of half-maximal effect; series mostly up to about 57 µM; % is set by controls: 0 for no effect and ±100 for the full control effect; nearly all actives have a fitted effect of over 65% in size
# PI5P4Ka inh: qHTS for Inhibitors of phosphatidylinositol 5-phosphate 4-kinase (PI5P4K); Phosphatidylinositol 5-phosphate 4-kinase type-2 alpha (Homo sapiens), P48426; PI5P4Kalpha enzyme, ADP-Glo luminescence, 60 min; stronger effect = lower value; max response, %; 330,000 compounds, 1.2% hits; AID 652105, 2013; active = max response of -50% or lower; inconclusive = between -30% and -50%; inactive = -30% or higher; note: value at the top dose of about 77 µM; % is set by controls: 0 for no effect and ±100 for the full control effect
# Target sequence (P48426 whole entry, looked up): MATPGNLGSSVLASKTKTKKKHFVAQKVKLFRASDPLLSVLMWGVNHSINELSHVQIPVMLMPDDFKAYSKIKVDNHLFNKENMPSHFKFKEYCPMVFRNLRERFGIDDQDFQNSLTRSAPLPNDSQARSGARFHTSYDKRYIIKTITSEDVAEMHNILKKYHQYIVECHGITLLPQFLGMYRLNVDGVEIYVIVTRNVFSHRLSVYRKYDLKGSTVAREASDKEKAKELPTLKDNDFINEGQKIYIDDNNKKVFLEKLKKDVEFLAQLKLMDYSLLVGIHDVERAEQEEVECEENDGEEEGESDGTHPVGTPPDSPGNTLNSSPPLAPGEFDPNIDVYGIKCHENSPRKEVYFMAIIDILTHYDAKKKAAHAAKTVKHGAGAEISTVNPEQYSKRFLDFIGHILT
#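 Single end-point luminescence (ADP-Glo) quantified ADP from PI5P4Kalpha turnover; ATP 5 microM final, 1 h at RT, 0.1% CHAPS and 0.28 mM EGTA in HEPES pH 7.4.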
# PTHR1 agonist: qHTS for PTHR1 Agonists: Primary Screen. Parathyroid hormone/parathyroid hormone-related peptide receptor (Homo sapiens), Q03431. 410,000 compounds, 0.075% hits. Potency, µM (highest dose often 115 µM), for inactives: at the top dose activation, hits mostly activators. HEK293 GP2 PTHR1 cells, GloSensor cAMP luminescence, 1 h; note: potency is the fitted concentration of half-maximal effect; nearly all actives have a fitted effect of over 55% in size; some results filed as inactive show a strong effect at the top dose; inactives centre near -15; many of its hits are not listed in these tables
# Target sequence (Q03431 whole entry, looked up): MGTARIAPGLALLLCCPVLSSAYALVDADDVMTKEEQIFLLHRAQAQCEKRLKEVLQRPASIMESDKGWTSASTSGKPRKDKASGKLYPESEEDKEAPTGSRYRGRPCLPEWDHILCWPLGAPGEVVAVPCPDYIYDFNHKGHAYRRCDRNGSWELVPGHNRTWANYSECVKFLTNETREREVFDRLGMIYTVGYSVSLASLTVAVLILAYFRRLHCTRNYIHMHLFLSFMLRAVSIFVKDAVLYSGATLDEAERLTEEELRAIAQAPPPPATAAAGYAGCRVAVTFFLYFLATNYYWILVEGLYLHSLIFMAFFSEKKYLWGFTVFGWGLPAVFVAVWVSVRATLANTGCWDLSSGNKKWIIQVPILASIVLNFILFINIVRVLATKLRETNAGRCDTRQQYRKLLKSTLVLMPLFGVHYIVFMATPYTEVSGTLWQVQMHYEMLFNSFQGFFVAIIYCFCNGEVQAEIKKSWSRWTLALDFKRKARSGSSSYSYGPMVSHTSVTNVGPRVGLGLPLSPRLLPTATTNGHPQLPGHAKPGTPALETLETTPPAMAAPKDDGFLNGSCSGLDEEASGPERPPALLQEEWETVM
#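 HEK-293-derived GP2 cells expressing PTHR1 and a GloSensor cAMP reporter, 3,000/well, plated overnight, given luciferin plus IBMX (each 0.5 mM as added) for 1 h at 37 °C, then compound for 1 h at 37 °C. Luminescence was read after 15 min at room temperature.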
# GLP-1R agonist: qHTS of GLP-1 Receptor Agonists. Glucagon-like peptide 1 receptor (Homo sapiens), P43220. HEK293 GLP-1R CRE-luciferase, luminescence, 4-6 h; cells express a hypersensitive GLP-1R form. Potency, µM (titrated, usually from 45.6 µM), inactives show top-dose activation, most hits filed as activators. 380,000 compounds, 0.007% hits. AID 624172, 2012; note: potency is the fitted concentration of half-maximal effect; % of control where 0% means no effect
# EPAC1 agonist: qHTS for Agonist of cAMP-regulated guanine nucleotide exchange factor 3 (EPAC1): primary screen; Rap guanine nucleotide exchange factor 3 (Homo sapiens), O95398; EPAC1 agonist qHTS, biochemical assay; response scale: 100% = response to 6.5 mM cAMP; Potency, µM (top dose mostly 154 µM), inactives show top-dose activation, most hits filed as activators; 360,000 compounds, 0.073% hits; AID 720707, 2013; note: potency is the fitted concentration of half-maximal effect; nearly all actives have a fitted effect of over 60% in size
#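 Normalized to 6.5 mM cAMP, activity reflects EPAC1-catalysed release of BODIPY-GDP from Rap1B, followed kinetically over 30 min at 480 nm excitation, 540 nm emission. Reaction contained 100 nM EPAC1, 250 nM Rap1B-BODIPY-GDP, 50 uM GDP.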
# HEK293 tox: qHTS of GLP-1 Receptor Inverse Agonists: Cytotox Screen. HEK293 cAMP-luciferase reporter cells, luminescence, 24 h. Potency, µM (doses to about 38.3 µM), without a hit: at the top dose activity change, negative = inhibition, hits mostly inhibitors. 410,000 compounds, 0.13% hits. AID 624418, 2012;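 note: loss of luciferase light is scored as toxicity; potency is the fitted concentration of half-maximal effect; % is set by controls: 0 for no effect and ±100 for the full control effect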
#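 Quantitative HTS format, 1536 wells, 200 cells/uL seeded. Compounds: 23 nL, 24 h, 37 °C. Detection: luciferase reagent, luminescence at 12 min RT; decreased signal taken as cytotoxic.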
# * marks the source's active call; other numbers are inactive results; i = inactive; ? = inconclusive; . = no result given; [ ] = dose if it differs, or a comment. Unless noted, calls come from the whole dose curve; as a rule, active = well fitted curve in the direction sought with a large enough effect; inconclusive = small, poorly fitted or top-dose-only effect, or another doubt; inactive = no such curve, though single readings can be large; an effect the other way counts as inactive or inconclusive. A portion of the library. The share of hits here may be higher or lower than overall.
SMILES,GLP-1R inv ag,IL2 activator,EPAC1 antagonist,PLK1 PBD block,PI5P4Ka inh,PTHR1 agonist,GLP-1R agonist,EPAC1 agonist,HEK293 tox
C/C(=N/NS(=O)(=O)c1ccc(Cl)cc1)c1cccc(NC(=O)c2ccc(Cl)cc2Cl)c1,?,-2.6,-3.2%,18.9µM*,-16.8,-9.2%,-10.5%,10.0%,-1.5%
COc1ccccc1/C=N/NC(=O)c1ccccc1NS(=O)(=O)c1ccc(C)cc1,10.1%,-0.2,-2.7%,-10.0%,-5.5,-11.5%,-21.2%,-2.3%,-12.7%
O=C1OCc2cc(NC(=O)C3CCCO3)ccc21 (stereo not given),6.7%,1.3,-1.6%,-8.9%,.,i,20.2%,6.9%,3.6%
CCOC(=O)N1CCC(NC(=O)c2ccc3c(c2)N(CC)CCS3)CC1,-19.0%,-0.2,-2.1%,-11.6%,?,i,0.5%,7.3%,-0.6%
Cc1noc(-c2ccc(C(F)(F)F)cc2)c1NC(=O)Nc1ccc(Cl)cc1,?,-0.6,-9.9%,-3.2%,8.5,-44.8%[inhibitor],-1.4%,2.8%,-39.8%
CCC(=O)N1CCc2cc(Br)cc(S(=O)(=O)N3CCCC(C(=O)Nc4cc(C)ccc4OC)C3)c21 (stereo not given),-9.7%,.,.,.,.,-16.0%,0.8%,.,4.1%
CCOC(=O)C1=C(C)NC(=O)NC1c1ccc(OC(C)C(=O)O)c(OC)c1 (stereo not given),1.0%,-1.3,12.4%,-5.2%,.,-8.4%[57.5 µM],3.9%,0.2%,?
O=C1c2ccc([N+](=O)[O-])cc2NC(c2ccco2)N1/N=C/c1ccco1 (stereo not given),6.5%,0.2,-0.7%,-6.3%,-3.3,i,11.8%,3.5%,-3.0%
O=C(O)c1ccc(C(=O)c2ccc3c(c2)C(=O)N(CCO)C3=O)cc1,22.2%,0.8,-16.1%,-8.8%,?,i,0.7%,3.0%,9.2%
N#C/C(=C\c1ccncc1)c1ccc(NC(N)=O)cc1,36.4%[activator],5.8,-13.3%,-21.0%,-0.3,i,-8.5%,-2.8%,1.3%
O=C(NNC(=S)Nc1ccc(Cl)cc1Cl)c1cccnc1,4.0%,0.1,-11.6%,-12.4%,3.7,i,1.6%,14.6%,6.9%
COc1ccc(CCNC(=O)CCCn2nc(C)n3ccnc3c2=O)cc1OC,9.3%,-3.7,18.1%,-0.2%,4.1,-22.9%,-2.8%,-5.5%,4.0%
COc1ccc(CN2CCCC(C(=O)N3CCCCC3)C2)cc1 (stereo not given),-13.7%,0.7,-1.0%,2.1%,1.5,i,-1.7%,9.4%,-9.5%
CCCCNC(=O)N1CCCN(c2ccc(C#N)cn2)CC1,13.4%,-2.5,4.3%,4.7%,5.1,i,9.8%,3.3%,-1.5%
CC(C)(C)c1ccc(/C=C2\Oc3c(ccc(O)c3CN3CCN(CCO)CC3)C2=O)cc1,-6.8%,0.1,-4.9%,-9.6%,-1.3,25.4%,6.3%,8.4%,273.1%[activator]
COCCCNC(=S)NC(=O)c1ccccc1,17.7%,1.6,-2.6%,-4.0%,6.5,i,12.6%,-1.0%,-1.7%
Cn1c(CCNC(=O)c2ccccc2)nc2ccccc21,10.2%,-1.4,11.4%,-4.4%,.,i,-0.6%,-2.5%,1.0%
CN1CCN(Cc2cccc(Oc3ccccc3)c2)CC1,-16.9%,-2.7,0.2%,6.3%,.,-4.3%[57.5 µM],-0.1%,-1.1%,-15.7%
O=C(CSc1nc2ccccc2c(=O)n1-c1ccccc1)NCC1CCCO1 (stereo not given),19.2%,-0.4,3.0%,-3.2%,-5.6,i,7.6%,5.8%,-9.5%
CC(C)CCNC(=O)NC(=O)COC(=O)C1CCN(S(=O)(=O)c2ccccc2F)CC1,23.5%,-0.9,-9.1%,-2.5%,-0.6,i,?,-16.5%,1.5%
C[C@H](O)[C@@H]1CN2CCc3c([nH]c4ccccc34)[C@@H]2C[C@@H]1N(C)C(=S)Nc1ccc(C#N)cc1,-5.6%,-0.5,-26.1%,-6.9%,-4.2,-19.9%,1.5%,3.6%,-0.2%
C/C=C/C=C/C(=O)N1CC2(CC(c3cccc(NC(=O)/C=C/C)c3)=NO2)C[C@@H]1C(N)=O (stereo not given in full),-8.4%,1.1,7.2%,-17.4%,-50.5*,i,-8.2%,7.5%,9.8%
COc1ccccc1-c1nc(-c2cccc(C)c2)no1,?,-0.3,-10.0%,-0.7%,-4.0,-3.9%,2.2%,17.0%,-4.2%
CN1CCN(CCCNC(=O)CCc2nnc3n(Cc4ccccc4Cl)c(=O)c4ccccc4n23)CC1,12.5%,-0.6,-8.0%,1.6%,-1.0,-15.6%,-6.6%,-6.7%,20.1%
COC(=O)c1oc2ccc(Br)cc2c1NC(=O)CN1CCN(C)CC1,-45.3%,-0.5,-2.5%,3.4%,-5.6,-0.2%[57.5 µM],2.6%,0.8%,10.3%
COc1ccc(CCNC(=O)c2cc(S(=O)(=O)N3CCc4ccccc43)ccc2F)cc1OC,-6.3%,-4.0,-0.9%,-4.4%,1.1,-16.5%,5.0%,7.8%,8.3%
CCc1ccc(OCC(=O)N/N=C(\C)c2ccc(-n3ccnc3)cc2)cc1,23.8%,0.4,-3.5%,-0.9%,-4.7,-35.6%[inhibitor],18.9%,0.5%,-8.6%
O=C(COCc1ccccc1)N[C@@H]1c2ccccc2CC[C@@H]1OCc1ccccc1,?,-0.9,-25.6%,-11.0%,10.5,-2.2%,-0.9%,-15.8%,28.2%
O=C(Nc1cccc(F)c1)N1CCCC(CNS(=O)(=O)Cc2ccccc2)C1 (stereo not given),-19.8%,-1.3,-8.4%,-2.3%,9.3,0.0%,0.9%,7.1%,-13.3%
CCCCn1c(N)c(N(CCOC)C(=O)COC(=O)COc2c(C)cc(C)cc2C)c(=O)[nH]c1=O,7.5%,0.5,0.0%,-4.6%,-1.5,-14.3%,-3.5%,1.4%,-2.9%
COc1ccc(NC(=O)CSc2nnc(Cc3ccccc3)c(=O)n2N)c(OC)c1,-0.3%,0.2,0.8%,-24.3%,-1.5,-16.8%,1.4%,-3.0%,?
CC(=O)Nc1ccc(NC(=O)CCS(=O)(=O)c2ccc3c(c2)oc(=O)n3C)cc1,-2.7%,-3.1,-5.3%,-17.3%,-0.8,-9.1%,-0.1%,3.9%,7.3%
CC(C)n1nc(C(=O)Nc2ccc(-n3cnnn3)cc2)c2ccccc2c1=O,46.3%[activator],-0.7,6.8%,-0.9%,0.9,i,15.8%,-0.2%,0.7%
COc1ccc(Cl)cc1NC(=O)CSc1nc(C)cc(C)n1,4.0%,-3.9,-18.0%,-4.5%,-2.1,-45.7%[inhibitor],19.1%,5.8%,-20.0%
COc1ccc(C(=O)C2CCCN(C(=O)c3cccnc3OC)C2)cc1F (stereo not given),-5.9%,3.1,10.2%,?,1.9,i,7.3%,9.4%,-0.4%
COc1cccc(NC(=O)c2ccccc2-c2nc(-c3ccccc3)no2)c1,-26.2%,-4.2,?,0.8%,14.2,-14.7%,4.9%,17.6%,-7.1%
Cc1cc2occ(CC(=O)NNC(=O)c3ccccc3)c2cc1C,-24.0%,-0.8,26.5%,-1.5%,1.8,-6.3%,-2.8%,-3.4%,2.8%
Fc1cccc(/C=C2\CCCC3=C2NC(=S)NC3c2cccc(F)c2)c1 (stereo not given),10µM*,0.5,-1.6%,?,-14.7,-45.5%[inhibitor],-5.4%,-5.7%,-31.9%
COCCCNC(=O)c1c(-c2ccccc2)noc1C,5.8%,-0.2,0.0%,-1.4%,7.6,i,-3.2%,0.0%,-3.2%
COc1ccccc1CNC(=O)/C=C/c1ccc(S(=O)(=O)NCc2ccco2)cc1,11.2%,-1.0,-0.9%,2.6%,3.1,i,8.0%,0.3%,3.9%
Cc1ccc(Nc2nc(Cl)nc(NC(C)(C)C)n2)cc1,?,1.5,-12.5%,0.6%,-3.5,-32.3%,23.8%,0.2%,4.3%
CCCCn1c(N)c(N(C)C(=O)c2ccc(OCC3CCCO3)cc2)c(=O)[nH]c1=O (stereo not given),-1.1%,-0.6,-5.1%,-10.3%,-1.5,-9.0%,-0.8%,3.9%,6.0%
O=C(NCc1cccnc1)c1cc(C2CCCCN2S(=O)(=O)c2ccc(F)cc2F)on1 (stereo not given),-4.9%,-0.4,-1.0%,-6.2%,-7.1,-40.5%[inhibitor],9.9%,13.5%,2.0%
C=CCNC(=O)CN1CCN(C(c2ccccc2)c2ccccc2)CC1,?,-0.3,-0.7%,-5.0%,-4.8,-0.7%,4.4%,8.4%,-11.1%
CCOc1ccc(-c2nc(CSCC(=O)NCC3CCCO3)c(C)o2)cc1 (stereo not given),-29.5%,-2.8,-23.3%,0.7%,-0.9,-20.7%,9.8%,-8.1%,-8.1%
O=C(O)c1cc(NC(=O)c2ccccc2F)cc(NC(=O)c2ccccc2F)c1,32.5%,-1.4,2.5%,-2.6%,8.6,-6.4%,-1.4%,4.5%,-0.5%
CC(=O)c1ccc(N2CCN(C(=O)c3noc4c3CSc3ccccc3-4)CC2)cc1,12.1%,1.2,-19.7%,-5.5%,0.1,-19.2%,-2.2%,4.8%,-21.4%
